LmPK inhibitor – qHTS Assay for Inhibitors of Leishmania Mexicana Pyruvate Kinase (LmPK) | Q27686 | Potency, µM (doses to about 57.5 µM), inactives show top-dose activity change, negative = inhibition, most hits filed as inhibitors | 290,000 tested, 0.37% active | purified LmPK, Kinase-Glo ATP luminescence, 1 h
Target sequence (Q27686 whole entry, looked up): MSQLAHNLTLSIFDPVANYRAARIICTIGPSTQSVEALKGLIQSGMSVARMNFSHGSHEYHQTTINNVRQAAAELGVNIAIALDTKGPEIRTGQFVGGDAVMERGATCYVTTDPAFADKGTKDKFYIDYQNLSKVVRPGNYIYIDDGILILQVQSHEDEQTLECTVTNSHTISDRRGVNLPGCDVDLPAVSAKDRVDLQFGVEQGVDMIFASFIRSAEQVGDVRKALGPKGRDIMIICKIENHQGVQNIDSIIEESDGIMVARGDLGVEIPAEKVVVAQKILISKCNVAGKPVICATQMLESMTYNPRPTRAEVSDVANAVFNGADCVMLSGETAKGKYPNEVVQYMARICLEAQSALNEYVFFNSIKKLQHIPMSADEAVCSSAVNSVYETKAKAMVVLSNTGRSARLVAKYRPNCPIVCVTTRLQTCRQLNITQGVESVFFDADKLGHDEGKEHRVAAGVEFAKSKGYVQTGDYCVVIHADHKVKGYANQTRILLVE
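In 50 mM imidazole pH 7.2 with 7 mM MgCl2, LmPK (0.1 nM) turned over PEP (0.5 mM) and ADP (0.1 mM) for 1 h at room temperature. Luciferase read-out of ATP.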
Pf growth 48h – Primary qHTS for delayed death inhibitors of the malarial parasite plastid, 48 hour incubation; Potency, µM (highest dose often 28.7 µM), inactives show top-dose activity change, negative = inhibition, usual class: inhibitors; 310,000 tested, 5.9% active; P. falciparum luciferase growth in erythrocytes, 48 h
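A one-generation exposure of luciferase-tagged malaria parasites in RPMI 1640/Albumax erythrocyte culture, 37 C and 5% CO2. Inhibition is inferred from decreased luminescence after adding detection reagent.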
Sm TGR inh – qHTS Assay for the Inhibitors of Schistosoma Mansoni Peroxiredoxins | purified TGR, DTNB reduction, TNB absorbance 405 nm | Schistosoma mansoni thioredoxin glutathione reductase (TGR), Q962Y6 | 360,000 tested, 3% active | Potency, µM (titrated, usually from 114 µM), without a hit: at the top dose activity change, negative = inhibition, actives largely listed as inhibitors; also: nearly all actives have a fitted effect of over 60% in size
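First, TGR (20 nM dispensed) and NADPH were mixed with compound. Second, a 15 min room-temperature incubation followed. Third, further NADPH and then DTNB were added to start the reaction. Finally, TNB absorbance was monitored kinetically.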
Pf growth 96h – Primary qHTS for delayed death inhibitors of the malarial parasite plastid, 96 hour incubation; 320,000 tested, 6.9% active; Potency, µM (titrated, usually from 28.7 µM), inactives show top-dose activity change, negative = inhibition, hits mostly inhibitors; AID 504834, 2011; P. falciparum luciferase reporter growth, 96 h
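Infected RBCs, 2% Hct / 0.05% parasitemia final; luciferase-reporter P. falciparum; cpd 96 h, 37 C, 5% CO2; luciferase detection reagent; luminescence.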
Tb PYK inh – qHTS of Trypanosoma Brucei Inhibitors | pyruvate kinase (Trypanosoma brucei), Q57TT1 | TbPYK enzyme, Kinase-Glo Plus ATP luminescence, 45 min | Potency, µM (series often up to 76.8 µM), for the others: at the highest dose activity, negative = inhibition, actives largely listed as inhibitors | 410,000 tested, 0.12% active; also: nearly all actives have a fitted effect of over 50% in size
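In this concentration-response screen, enzyme-free wells defined baseline while DMSO plates tracked drift. Each reaction combined TbPYK, substrate, compound and 130 uM ADP for 45 min at room temperature. Kinase-Glo Plus luminescence gave the signal.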
HCV inhibitor – qHTS Assay for Inhibitors of Hepatitis C Virus (HCV); Huh7.5.1 HCVcc-Cre infection, luciferase reporter, 44 h; 340,000 tested, 3.4% active; Potency, µM (highest dose often 41.8 µM), for the others: at the highest dose activity change, negative = inhibition, actives largely listed as inhibitors
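Infectious HCV cell culture screen: compound-treated cells (1,000/well, pre-plated 4 h) are infected with HCVcc-Cre at roughly 0.5 moi and grown 44 h. Infection is quantified by luciferase signal after 15 min substrate incubation at room temperature.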
Starred values were filed as active, the others as inactive; ? = inconclusive; nt = not tested or not shown; & = joins results of further samples; [ ] = dose if it differs, or a comment. Calls follow the shape of the dose curve; as a rule, active = well fitted curve in the direction sought with a large enough effect; inconclusive = small, poorly fitted or top-dose-only effect, or another doubt; inactive = no such curve, though single readings can be large; an effect the other way counts as inactive or inconclusive. % is scaled to controls: 0 for no effect and ±100 for the full control effect; potency is read from the fitted curve at half-maximal effect.

SMILES	LmPK inhibitor	Pf growth 48h	Sm TGR inh	Pf growth 96h	Tb PYK inh	HCV inhibitor
O=C(CCCCn1c(=O)[nH]c2ccccc2c1=O)NC1CCN(Cc2ccccc2)CC1	-5%	2%	-1%	-112%	2%	12%
COc1ccc(Cn2c(O)c(/C=N/NC(=O)c3ccccc3O)c(=O)[nH]c2=O)cc1	3%	-2%	?	5%	1%	8%
Cc1sc(N)nc1-c1c(C)n(C)c2ccccc12	2%	1%	2%	3%	-11%	-8%
COc1cc(S(C)=O)ccc1-c1nc2ncccc2[nH]1 (centres undefined)	nt	19%&7%	-8%	4%&-18%	0%&-10%	6%
COc1ccc(N2C(=O)CSC23CCCCC3)cc1	3%	-12%	0%	nt	-2%	9%
O=C(NCCN1CCOCC1)c1ccc(NS(=O)(=O)c2cccc([N+](=O)[O-])c2)cc1	nt	1%	-10%	29%	0%	19%
CCCCS(=O)(=O)N1CCCC(C(=O)Oc2ccccc2)C1 (centres undefined)	-3%	19%	7%	99%[activator]	-1%	1%
CC(C)Oc1ccc(-c2cc(=O)[nH]c(=O)[nH]2)cc1	2%	39%[activator]	2%	?	-7%	16%
Cc1ccc(NS(=O)(=O)c2ccc3c(c2)NC(=O)C(C)C(=O)N3)cc1C (centres undefined)	-2%	-14%	5%	44%[activator]	2%	-6%
Cc1ccc(S(=O)(=O)N(C)C)cc1NC(=S)NCCc1ccccn1	0%	-4%	5%	11%	-2%	-9%
CC1CCN(S(=O)(=O)c2cc(C(=O)NC3(C)CCS(=O)(=O)C3)ccc2Br)CC1 (centres undefined)	nt	?	-3%	9.3µM*	1%	-1%
COc1ccc(S(=O)(=O)N2CCC(C(=O)NC3CCCCC3)CC2)cc1OC	nt	-20%	0%	-8%	-8%	9%[8.37 µM]
O=C(Cc1ccc(Br)cc1)Nc1ccc(S(=O)(=O)Nc2ncccn2)cc1	-1%	11%	-21%	-3%	4%	4%
CCN(CC)S(=O)(=O)c1cc(C(=O)OCC(=O)NC2CCCc3ccccc32)ccc1C (centres undefined)	2%	-4%	5%	-4%	3%	3%
Cc1ccc(C(=O)N2N=C3c4ccccc4S(=O)(=O)N3[C@H]2N(C)C)cc1	5%	0%	8%	?	6%	14%
COC(=O)c1sc(NC(=O)Cc2cccs2)nc1C	-3%	19%	-2%	?	-4%	-18%
Clc1cccc(-c2nn3c(-c4ccncc4)nnc3s2)c1	-4%	20%	-11%	13µM*	nt	nt
O=C(Nc1ccccn1)c1ccc(Cl)c(S(=O)(=O)N2CCOCC2)c1	0%	7%	-32%	?	-6%	16%
Cc1nc(C)c(CCNC(=O)c2ccccc2Br)s1	0%	5%	-8%	-25%	0%	24%
CCOC(=O)/C(=N\Nc1ccc(Cl)cc1)Sc1nnc(-c2ccc(OC)cc2)n1C	-9%	2%	-6%	?	?	32%[activator]
O=C(Cc1ccc([N+](=O)[O-])cc1)NCc1cccnc1	1%	31%[activator]	-1%	-11%	3%	-2%
CC(=O)NCCN=Cc1sc2ccccc2c1O	-5%	31%[activator]	-18%	3.7µM*	18%	14%
CC1CCCCC1NC(=O)c1ccc(N2CCCC2=O)cc1 (centres undefined)	1%	22%	-6%	?	-2%	?
O=C(CSc1nnc(Nc2ccccc2)s1)NCC1CCCO1 (centres undefined)	nt	-13%	0%	?	-2%	8%
CC(=O)N1CC=C2C(C#N)=C(N)C(C#N)(C#N)C(C)C2C1 (centres undefined)	7%	-9%	?	?	1%	13%
CCc1nn(CC(=O)Nc2ccc(Br)c(C)c2)c(=N)s1	2%	21%	5%	54%[5.75 µM]	6%	?
O=C(COC(=O)COc1ccccc1)NCCc1ccccc1	nt	-24%	0%	2%	-1%	15%
CN(C)/C=C(\C#N)C(=O)c1cccnc1Oc1cccc(F)c1	-3%	9%	0%	191%[activator]	9%	-28%
COC(=O)C1=C(C(=O)OC)[C@@H]2N(C)c3ccccc3[C@@]23C[C@@H](C(=O)OC)N(C(=O)C2CCC2)C3=N1	-2%[11.5 µM]	17%	-2%	15%	-9%	5%
COc1cc2cc(CN(Cc3cccnc3)C(=O)Nc3ccccc3)c(=O)[nH]c2cc1OC	1%	?	nt	46%[activator]	-10%	3%

Four entries from above in a different format.
Structure: COC(=O)c1sc(NC(=O)Cc2cccs2)nc1C
  LmPK inhibitor = -3%; Pf growth 48h = 19%; Sm TGR inh = -2%; Pf growth 96h = ?; Tb PYK inh = -4%; HCV inhibitor = -18%
Structure: CC(=O)N1CC=C2C(C#N)=C(N)C(C#N)(C#N)C(C)C2C1 (centres undefined)
  LmPK inhibitor = 7%; Pf growth 48h = -9%; Sm TGR inh = ?; Pf growth 96h = ?; Tb PYK inh = 1%; HCV inhibitor = 13%
Structure: O=C(CSc1nnc(Nc2ccccc2)s1)NCC1CCCO1 (centres undefined)
  LmPK inhibitor = nt; Pf growth 48h = -13%; Sm TGR inh = 0%; Pf growth 96h = ?; Tb PYK inh = -2%; HCV inhibitor = 8%
Structure: COC(=O)C1=C(C(=O)OC)[C@@H]2N(C)c3ccccc3[C@@]23C[C@@H](C(=O)OC)N(C(=O)C2CCC2)C3=N1
  LmPK inhibitor = -2%[11.5 µM]; Pf growth 48h = 17%; Sm TGR inh = -2%; Pf growth 96h = 15%; Tb PYK inh = -9%; HCV inhibitor = 5%

Further compounds
SMILES	LmPK inhibitor	Pf growth 48h	Sm TGR inh	Pf growth 96h	Tb PYK inh	HCV inhibitor
Clc1ccc(C2CSc3c4ncnc-4ncn32)cc1 (centres undefined)	10%	?	9%	?	-1%	11%
Cc1ccc(C(=O)N/C(=C\c2ccccc2)C(=O)NCc2cccnc2)cc1	3%	19%	nt	?	6%	37%[activator]
O=C(NCC1CCCO1)c1ccc(NS(=O)(=O)c2ccccc2)cc1 (centres undefined)	2%	30%[activator]	?	9%	-3%	-2%
O=C(Nc1ccc(F)c(Cl)c1)N1CCCC1	2%	-3%	16%	5%	-5%	13%
C(=N\n1cnnc1)/c1cccn1-c1ccccc1	3%	40%[activator]	5%	-4%	-2%	19%
Cc1cc(C2=NNC(=NC3CC3)SC2)c(C)n1-c1ccccc1	?	?	-2%	?	-26%	?
c1ccc2c(c1)oc1c(Nc3ccc4c(c3)OCCO4)ncnc12	-13%	231%[activator]	4%	32%[activator]	-1%	?
COCCn1c(=N)c(S(=O)(=O)c2ccc(F)cc2)cc2c(=O)n3ccccc3nc21	1%	6%	0%	22%	6%	-6%
CC(C)c1ccc(N2C(=O)NC(=O)/C(=C\C=C\c3ccco3)C2=O)cc1	21%	12%	?	-39%	-13%	?
O=C(CN1C(=O)c2ccccc2C1=O)Nc1ccc(S(=O)(=O)N2CCOCC2)cc1	-1%	7%	6%	?	2%	10%
CCOC(=O)c1c(-c2ccccc2)csc1NC(=O)CSc1nc(N)cc(N)n1	-1%	3%	5%	3.3µM*	-12%	13µM*
COc1ccc(OC)c(C2SCCN2S(C)(=O)=O)c1 (centres undefined)	0%	nt	-4%	9%	3%	6%
CCOC(=O)c1cc2c(=O)n3cccc(C)c3nc2n(CC(C)C)c1=NC(=O)c1ccco1	3%	?	-32%	3.7µM*	-4%	?
O=C1C2C(c3ccccc3)C=CC(c3ccccc3)C2C(=O)N1c1cccnc1 (centres undefined)	0%	2%	-5%	?	4%	11%
CCC(=NCCc1ccccc1)C1=C(O)CCC1=O	7%	11%	0%	?	1%	-7%
C=CCn1c(CNS(=O)(=O)c2ccc(Br)cc2)nnc1SC	-1%	68%[activator]	2%	-3%	-5%	9%
Cc1noc(C)c1CN(C(=S)NC(C)C)c1ccccc1	1%	-12%	-9%	-3%	6%	17%
C=CCn1c(N2CCCC2)nc2c1c(=O)[nH]c(=O)n2C	2%	12%	0%	60%[activator]	-4%	15%
CC(=O)c1cccc(NC(=O)c2cnccn2)c1	-2%	43%	1%	?	-8%	7%
O=C(CN1CCOCC1)NNc1nc(-c2ccccc2)c2cc(Br)ccc2n1	0%	?	-5%	?	4%	?
c1ccc(COc2cccc(CN3CCN(c4ccccn4)CC3)c2)cc1	-2%	?	-3%	74%[activator]	7%	nt
CCC(=O)c1c[nH]c(C(=O)N2CCN(c3ccccc3)CC2)c1	-2%	0%	-13%	-4%	0%	5%
Cc1ccc(S(=O)(=O)Nc2cc(Cl)ccc2-n2cncn2)cc1	nt	-6%	-8%	3%	1%	3%
Cc1cccc(Nc2nc(C)nc3c2oc2ccccc23)c1	1%	?	12%	?	4%	13µM*
CN(C)CC(C)(C)CNC(=S)NCc1ccc2c(c1)OCO2	-8%	-16%	-3%	9%	8%	20%
Cc1cc(C(=O)Cn2nnc(-c3ccc(Cl)cc3)n2)c(C)n1CC1CCCO1 (centres undefined)	11%	0%	0%	8%[5.75 µM]	14%	7.9µM*
COc1ccc(C(C(=O)NC2CCCC2)N(Cc2ccccc2)C(=O)c2snc(C(N)=O)c2N)cc1OC (centres undefined)	-1%	0%	-12%	?	2%	2%
CCOc1cc2[nH]c(=S)n(CC3CCCN3CC)c(=O)c2cc1OCC (centres undefined)	3%	-22%	-5%	-3%	-4%	?
Cc1cccc(N2N=C(C(=O)Nc3nc(C)cs3)CCC2=O)c1	-1%	-21%	-3%	-22%	4%	13%
CC(=O)Nc1cccc(C(=O)NNC(=O)c2n[nH]c(=O)c3ccccc23)c1	nt	-3%	0%	-9%	-6%	4%
CCC(C)C(NC(=O)C1CCC(C)CC1)C(=O)NCc1cccnc1 (centres undefined)	-2%	-17%	-2%	?	1%	0%
O=C(NCCc1ccc(Cl)cc1)C1CCCN1C(=O)Nc1ccc(F)cc1 (centres undefined)	-3%	6%	-17%	?	6%	-23%
COCCn1cnnc1SCC(=O)Nc1cccc(S(=O)(=O)N(C)c2ccccc2)c1	3%	?	1%	?	1%	-3%
CC(C)(C)n1nnnc1C(c1cccc(C(F)(F)F)c1)N1CCOCC1 (centres undefined)	2%	-6%	6%	nt	0%	9%
Cc1occc1-c1nnc(SCC(=O)NC2CC2)n1C	-7%	35%[activator]	-26%	?	2%	9%
Cc1cc(Cl)c(OCCCCN2CCOCC2)c(Br)c1	-8%	14%	-3%	?	-8%	-6%
COc1ccc(-c2nnn(CC(=O)NC3CCCc4ccccc43)n2)cc1OC (centres undefined)	-4%	0%	-5%	?	5%	-21%
CCN(CC)S(=O)(=O)c1ccc(NC(=O)Cc2cccs2)cc1	0%	-9%	-17%	10%	-10%	-7%
COc1ccc(OC)c(NC(=O)c2ccc(NC(C)=O)cc2)c1	0%	0%	-27%	9%	3%	?
CNC(=O)c1cc(NC(=O)CCn2nc(-c3ccccc3)c3ccccc3c2=O)ccc1OC	2%	2.1µM*	-5%	0.83µM*	-4%	-22%
O=C(NNC(=O)c1cc(O)c(O)c(O)c1)NC1CCCCC1	-2%	?	-36%	293%[activator]	-28%	4%
C=CC(COCc1ccccc1)N(Cc1ccc(OC)cc1)S(=O)(=O)c1ccccc1Br (centres undefined)	4%	?	4%	?	1%	-20%
O=C(COc1ccccc1)NCC(=O)N/N=C/c1ccccc1	-6%	3%	3%	20%	-5%	11%
COc1c(/C=N/NC(N)=S)c(C)nn1-c1ccccc1	-1%	12%	0%	-13%	1%	12%
COc1ccc(N2CCN(c3oc(Cc4ccccc4)nc3C#N)CC2)cc1	0%	?	4%	-6%	6%	-27%

Source: PubChem (National Center for Advancing Translational Sciences (NCATS))
